Source: PubChem
Giardia FBPA inh = Giardia lamblia aldolase inhibition; A8B2U2; purified Giardia FBPA; Potency, µM (highest dose often 59.6 µM), for inactives: at the highest dose activity, negative = inhibition, actives largely listed as inhibitors; hit rate 0.71% among 290,000; AID 2451; note: potency is the fitted concentration of half-maximal effect; % is set by controls: 0 for no effect and ±100 for the full control effect; nearly all actives have a fitted effect of over 55% in size
Target sequence (A8B2U2 whole entry, looked up): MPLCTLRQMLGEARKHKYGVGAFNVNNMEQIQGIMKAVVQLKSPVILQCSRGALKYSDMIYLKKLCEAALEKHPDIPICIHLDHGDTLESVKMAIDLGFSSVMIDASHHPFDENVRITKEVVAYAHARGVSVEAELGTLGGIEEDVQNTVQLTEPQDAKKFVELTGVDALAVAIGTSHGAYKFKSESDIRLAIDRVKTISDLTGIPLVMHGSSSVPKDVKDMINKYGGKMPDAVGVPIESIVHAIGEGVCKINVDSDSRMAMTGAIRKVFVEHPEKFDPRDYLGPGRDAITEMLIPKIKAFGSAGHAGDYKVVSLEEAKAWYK
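40 nM FBPA preincubated 10 min at RT with compound (up to 57.5 uM final), then substrate plus GAPDH/TPI/NAD/arsenate coupling and diaphorase/resazurin added. Fluorescence read after 20 min at RT, 525/598 nm.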
Sm TGR block = inhibitors of Schistosoma mansoni thioredoxin glutathione reductase. Q962Y6. purified TGR, DTNB reduction, TNB absorbance 405 nm. Potency, µM (series often up to 114 µM), without a hit: top-dose activity change, negative = inhibition, most hits filed as inhibitors. hit rate 3% among 360,000. AID 485364; note: potency is the fitted concentration of half-maximal effect; % is set by controls: 0 for no effect and ±100 for the full control effect; nearly all actives have a fitted effect of over 60% in size
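TGR 20 nM + NADPH 100 uM (dispensed conc.), cpd preinc 15 min RT; start with NADPH (500 uM addition) then DTNB (15 mM addition). Kinetic TNB absorbance, 405 nm filter. Four-parameter Hill fit across titration.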
CHX counter = affects cycloheximide protein synthesis inhibition readout, counter-screen | max response, % | cell reporter, cycloheximide protein synthesis inhibition counterscreen | hit rate 12% among 300,000 | AID 2314; in the data active = max response mostly above about 13%, no sharp cut-off; inactive = mostly below about 14%; note: read at 38.3 µM for the half of the compounds with a filed dose; 0% is about no effect
Pf growth 96h = P. falciparum growth inhibition at 96 hour, primary screen for plastid delayed-death inhibitors; P. falciparum luciferase reporter growth, 96 h; Potency, µM (series often up to 28.7 µM), for the others: top-dose activity change, negative = inhibition, usual class: inhibitors; hit rate 6.9% among 320,000; AID 504834; note: potency is the fitted concentration of half-maximal effect; % is set by controls: 0 for no effect and ±100 for the full control effect
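Compounds incubated with erythrocytes infected by luciferase-expressing P. falciparum (2% hematocrit, 0.05% parasitemia final) for 96 hours, 37 C in 5% CO2. Growth inhibition scored as decreased luciferase luminescence.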
Pf growth 48h = P. falciparum growth inhibition at 48 hours (one generation); P. falciparum luciferase growth in erythrocytes, 48 h; hit rate 5.9% among 310,000; AID 504832; Potency, µM (series often up to 28.7 µM), for inactives: top-dose activity change, negative = inhibition, most hits filed as inhibitors; note: potency is the fitted concentration of half-maximal effect; % is set by controls: 0 for no effect and ±100 for the full control effect
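Luciferase-expressing P. falciparum in infected erythrocytes (2% hematocrit, 0.1% parasitemia final) in RPMI 1640/0.5% Albumax were exposed to compound for 48 hours at 37 C, 5% CO2; growth read as luminescence.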
Shiga toxin inh = Shiga toxin inhibition; Vero cells, Shiga toxin protein synthesis inhibition reporter; inhibition, % at 38.7 µM; hit rate 9.2% among 290,000; AID 2315; in the data active = inhibition mostly above about 28%, no sharp cut-off; inactive = mostly below about 43%; note: 0% is about no effect
An asterisk follows results filed as active; ? = inconclusive; nt = no result given; [ ] = dose if it differs, or a comment. Unless noted, calls come from the whole dose curve; as a rule, active = well fitted curve in the direction sought with a large enough effect; inconclusive = small, poorly fitted or top-dose-only effect, or another doubt; inactive = no such curve, though single readings can be large; an effect the other way counts as inactive or inconclusive.

SMILES	Giardia FBPA inh	Sm TGR block	CHX counter	Pf growth 96h	Pf growth 48h	Shiga toxin inh
CCC(=O)c1cn(CC(=O)Nc2ccccc2F)c2ccccc12	3%	7%	0	?	-1%	nt
C=CCSc1nnc(Cn2c(=O)sc3ccccc32)n1C	-2%	3%	-1	6%	0%	5
COc1ccc(C(C)(C)C)cc1S(=O)(=O)n1ccnc1C	-9%	1%	-1	47%[1.15 µM]	?	-5
Cn1c(SCC(=O)Nc2nccs2)nnc1-c1ccccn1	-28%	-16%	7	-17%	?	-11
CC(=O)N(CC(=O)Nc1sc(C)c(C)c1C(N)=O)Cc1ccccc1	3%	0%	-2	47%	7%	34
COc1ccc2[nH]c(=O)c(CNc3ccc(C)c(C)c3)cc2c1	?	0%	15*	45%[activator]	19%	22
CC(C)(C)NC(=O)/C(=C\C=C\c1ccccc1)NC(=O)c1ccc([N+](=O)[O-])cc1	6%	-3%	7	21%	?	-16
COCCn1c(-c2ccccc2)cnc1N	0%	-5%	-5	?	?	19
OCC1(C2=NOC(O)(C(F)(F)F)C2)CCCCC1 (configuration not stated)	0%	-4%	-7	-6%	15%	-10
COC(=O)c1c(C(=O)OC)c(-c2cccc(Cl)c2)n2c1CS(=O)C2 (configuration not stated)	-1%	-2%	1	29%	?	10
COc1ccc(NC(=O)CSCc2ccc(C#N)cc2)c(OC)c1	2%	-6%	4	?	23%	2
Cc1ccc(C)c(C(=O)CC2(O)C(=O)Nc3ccccc32)c1 (configuration not stated)	-10%	3%	-1	?	13%	20
Fc1ccc(C(c2nnnn2Cc2ccco2)N2CCN(C3CCCCC3)CC2)cc1 (configuration not stated)	-10%	?	-4	-14%	-4%	-2
COc1cccc(-c2noc(C3CCCN(C(=O)CC(C)(C)C)C3)n2)c1 (configuration not stated)	-3%	-33%	1	nt	-17%	16
CCCCc1nc2sc3c(c2c(=O)n1NC(=O)c1ccco1)CC(C)(C)OC3	-6%	?	3	?	?	6
Cc1nn(CC2CC2)c(=O)n1-c1ccccc1	8%	4%	1	94%[activator]	61%[activator]	3
Cc1csc(NC(=O)CSc2nc(=O)[nH]c3c2CCCC3)n1	-10%	-6%	3	-25%	2%	-2
C/C(CC(=O)Nc1ccc(Cl)cc1Cl)=N\NC(=O)C(=O)NCCO	2%	-8%	1	37%[activator]	12%	19
O=C(COc1ccccc1)N1CCN(CC2CC=CCC2)CC1 (configuration not stated)	?	-5%	-3	-1%	?	-7
Cc1nn(C(=O)c2cccnc2)c(C)c1C	0%	14%	-1	?	-7%	-1
CCc1cccc(CC)c1C(O)c1cccnc1 (configuration not stated)	8%	0%	8	?	?	27
CCOC(=O)C1=C(C)Nc2ccccc2N=C1NC(=O)Cc1ccc(OC)cc1	-3%	0%	-8	?	2%	-12
O=C(O)c1ccc2c(c1)OCCOCCOCCOCCOCCO2	-6%	1%	-5	6%	3%	31
Cc1c(Nc2cc(N3CCCC(C)C3)c3nonc3c2[N+](=O)[O-])c(=O)n(-c2ccccc2)n1C (configuration not stated)	2%	-32%	0	?	4%	-5
O=C(CC12CC3CC(C1)CC(CC(=O)N1CCCC1)(C3)C2)N1CCCC1	1%	15%[11.4 µM]	1	-14%	nt	5

An excerpt from above, showing only CHX counter.
| molecule | CHX counter |
| --- | --- |
| C/C(CC(=O)Nc1ccc(Cl)cc1Cl)=N\NC(=O)C(=O)NCCO | 1 |
| Cn1c(SCC(=O)Nc2nccs2)nnc1-c1ccccn1 | 7 |

(list continues)
SMILES	Giardia FBPA inh	Sm TGR block	CHX counter	Pf growth 96h	Pf growth 48h	Shiga toxin inh
CCN(CC(=O)Nc1ccc(NC(C)=O)cc1)C(=O)c1cccc2ccccc12	nt	4%	nt	-10%	-3%	nt
O=C(Nc1ccc(Cl)cc1)NC1CCS(=O)(=O)C1 (configuration not stated)	4%	3%	-5	-6%	-1%	-10
COc1ccc(C(=O)Nc2cccc(/C(C)=N/NC(=O)c3ccc([N+](=O)[O-])cc3)c2)cc1OC	0%	-22%	13	104%[activator]	-2%	-13
O=C(CSC1CC(=O)N(CCc2ccccc2)C1=O)Nc1ccc(Br)cc1 (configuration not stated)	-2%	?	-5	22%	33%[activator]	-14
Nc1c(C(=O)Nc2ccccc2)c2nc3ccccc3nc2n1-c1ccc(O)cc1	-8%	1%	-2	-19%	13µM*	13
Cn1c(CNC(=O)c2cccs2)n[nH]c1=S	-18%	1%	-2	22%	-2%	-4
O=C1CCCc2c1sc1nc3n(c(=O)c21)CCCCC3	-9%	-7%	30	nt	60%[activator]	22
Cn1cccc1Cc1nnc(SCC(=O)Nc2ccc(F)cc2)n1-c1ccc(F)cc1	-6%	?	-5	31%	?	-18
O=C(O)c1ccccc1C(=O)NNc1ccc(F)cc1	-9%	50µM*	1	71%[activator]	-2%	9
Cc1ccccc1C(C(=O)NC1CCCCC1)N(C(=O)CNC(=O)c1ccco1)c1cccnc1 (configuration not stated)	1%	15%	6	36%[activator]	18%	-4
O=C(COc1ccc2ccc(=O)oc2c1)N1CCN(C(=O)C2COc3ccccc3O2)CC1 (configuration not stated)	-1%	-30%	-1	?	?	-1
CCCCn1c(SCC(=O)Nc2cc(NC(=O)c3ccco3)ccc2C)nc2ccccc2c1=O	6%	?	-3	?	nt	-6
CN(C)CCn1c(NC(=O)c2ccc(Cl)cc2)nc2ccccc21	0%	-6%	38*	nt	?	89*
CNC(=S)NNC(=O)c1ccc(=O)n(Cc2ccc(Cl)cc2Cl)c1	11%	-4%	-4	45%[activator]	-2%	27
CCCCCc1nnc(NC(=O)Cc2cccs2)s1	4%	-2%	-3	nt	-11%	-1
Cc1cc(OCC(O)CN2C(C)CCCC2C)ccc1C(C)C (configuration not stated)	-8%	nt	-5	?	9.3µM*	8
CC(C)(C)C(=O)N1CCC[C@@]1(CO)C(=O)O	0%	3%	-2	42%[activator]	0%	33
CCOc1ccc(N(C)S(=O)(=O)c2ccc(-c3cc(C)no3)s2)cc1	nt	2%	1	?	?	14
CC(C)NC(=O)COCc1cc(-c2ccc3c(c2)OCO3)on1	12%	-12%	35*	-15%	41%[activator]	45*
Cc1ccc(N(Cc2ccccc2)C(=O)c2cccc(S(=O)(=O)N3CCOCC3)c2)cc1	nt	0%	nt	10µM*	10µM*	nt
O=C(O)CCn1c(=S)oc2ccccc21	6%	-2%	-4	-17%	-12%	-4
CCN1CCN(CCc2nc3cc(NC(=O)COc4ccc(Cl)cc4)ccc3n2C)CC1	1%	29%	1	6.6µM*	5.2µM*	-12
O=C(Nc1cccc(NC(=O)c2cccs2)c1)c1ccco1	0%	2%	2	11%	1%	3
Cc1cccc(C)c1NC(=O)CCc1nnc2ccc(N3CCCC3)nn12	nt	2%	-2	-13%	2%	-9
CCn1ncc(CNC(=O)c2cccc([N+](=O)[O-])c2)c1C	0%	-2%	4	3%	7%	9

Next section:
SMILES	Giardia FBPA inh	Sm TGR block	CHX counter	Pf growth 96h	Pf growth 48h	Shiga toxin inh
N#C/C(=C\c1cn(-c2ccccc2)nc1-c1cccnc1)c1nnc2n1CCCCC2	5%	-1%	-5	8.3µM*	nt	-13
Cc1ccccc1-c1nc(CS(=O)(=O)CC(=O)N(C)C2CCCCC2)c(C)o1	-1%	8.9µM*	-7	-26%	-1%	-2
COc1cc2c(cc1OC)C(CC(=O)O)N(C(=O)CC1CCCC1)CC2 (configuration not stated)	-1%	0%	-5	-7%	-9%	-9
Cc1cc(C(=O)NC2CCCc3c2cnn3-c2ccc(C(C)(C)C)cc2)nn1C (configuration not stated)	nt	-2%	-1	18%	-19%	-23
COc1cccc(C(=O)NC2CCN(CC(=O)Nc3ccccc3Cl)CC2)c1	5%	0%	-6	-4%	-4%	-13
COc1ccc(CC(=O)NC(C)CCc2ccccc2)cc1OC (configuration not stated)	5%	9%	-2	6%	-12%	24
N#CC1=C(N)Oc2n[nH]c(-c3cccs3)c2C1C1CCCCC1 (configuration not stated)	-9%	-21%	3	-102%	nt	5
Cc1cccc(/C=N/n2c(C)cc(C)c(C#N)c2=O)c1	3%	0%	-3	?	5.2µM*	4
COc1ccc(S(=O)(=O)NC2CC3CCC2C3)cc1 (configuration not stated)	-8%	-9%	-1	8.3µM*	8%	nt
COc1ccc(S(=O)(=O)N2CCN(C(=O)C3CC3)CC2)cc1Br	nt	-12%	nt	?	?	nt
CC(=O)CSc1nnc(-c2ccc(S(=O)(=O)N3CCCC3)cc2)n1C	11%	7%	-7	-1%	-24%	-3
CCCN(CCC)c1c([N+](=O)[O-])cc(S(N)(=O)=O)cc1[N+](=O)[O-]	-11%	nt	-7	nt	nt	-26
O=C1Cc2ccccc2C(=O)N1OCc1ccc(Cl)cc1	?	?	17	20%	nt	21
COc1ccc(Cn2c(C)ccc2C)cc1	-10%	32µM*	-5	89%[activator]	nt	-22
Cn1c(N=Nc2ccc(N3CCOCC3)cc2)[n+](C)c2ccccc21	-22%	nt	48*	5%	-4%	94*
NC(=O)N/N=C/c1cn(-c2ccccc2)nc1-c1cccnc1	-8%	4%	14	4%	-2%	9
COc1ccc(CCNC(=O)CSC2=NS(=O)(=O)c3ccccc3N2)cc1OC	nt	-2%	nt	1%	20%	nt
COc1ccc(CCNS(=O)(=O)c2ccc3c(c2)NC(=O)C(C)S3)cc1OC (configuration not stated)	5%	-1%	-8	-15%	-4%	-1
CCCCOC(=O)c1cccc(NC(=O)CC)c1	8%	-1%	13	13%	?	27
COc1ccc(OC)c(CNC(=O)CCSCc2ccc(F)cc2Cl)c1	6%	-11%	-2	3%	11%	-4
O=C1c2ccsc2SCCN1Cc1ccc(Cl)cc1Cl	-3%	12%	-3	5%	9%	-7
CN(c1ccccc1)S(=O)(=O)c1cccc(C(=O)N2CCN(c3ccccn3)CC2)c1	-6%	-2%	1	11%	-9%	30
Cc1ccccc1NC(=O)CN1C(=O)NC2(CCCCC2)C1=O	1%	2%	-4	32%[activator]	nt	-7
O=c1[nH]c2cc3c(cc2cc1CN(Cc1cccnc1)C(=S)NCc1ccco1)OCO3	0%	-22%	1	?	?	118
COCCCNC(=O)C1CCN(c2ncccn2)CC1	12%	-1%	10	nt	27%	25

Reprinted from the entries so far for reference:
SMILES	Giardia FBPA inh	Sm TGR block	CHX counter	Pf growth 96h	Pf growth 48h	Shiga toxin inh
N#C/C(=C\c1cn(-c2ccccc2)nc1-c1cccnc1)c1nnc2n1CCCCC2	5%	-1%	-5	8.3µM*	nt	-13
Cc1ccccc1-c1nc(CS(=O)(=O)CC(=O)N(C)C2CCCCC2)c(C)o1	-1%	8.9µM*	-7	-26%	-1%	-2
COc1cc2c(cc1OC)C(CC(=O)O)N(C(=O)CC1CCCC1)CC2 (configuration not stated)	-1%	0%	-5	-7%	-9%	-9
Cc1cc(C(=O)NC2CCCc3c2cnn3-c2ccc(C(C)(C)C)cc2)nn1C (configuration not stated)	nt	-2%	-1	18%	-19%	-23

Remaining list, next part
SMILES	Giardia FBPA inh	Sm TGR block	CHX counter	Pf growth 96h	Pf growth 48h	Shiga toxin inh
C/C(=N\Nc1nc(C)cc(-c2ccccc2)n1)c1ccc(O)cc1	17%	7%	21*	0%	?	26*
O=C(CSc1ccccc1Cl)N1CCOCC1	2%	-1%	-4	22%	11%[0.00184 µM]	-7
COC(=O)c1ccc(NC(=O)Cn2nc(C)c3ccccc3c2=O)cc1	4%	13%	-2	?	-23%	-3
CCC(=O)OCC(=O)Nc1cc([N+](=O)[O-])ccc1OC	0%	-13%	-8	36%[activator]	13%	12
Cc1cc([N+](=O)[O-])ccc1NC(=O)/C=C/c1cccs1	-3%	1%	42*	-23%	103%[activator]	59*
O=C(CSc1ccc(-c2ccco2)nn1)N1CCCC1	-14%	18µM*	14	-12%	13%	10
O=C(Oc1ccc2[nH]cc(CCN3C(=O)c4ccccc4C3=O)c2c1)c1ccco1	0%	0%	27*	-28%	24%	41
Cc1cccc(NC(=O)CSc2nnc(CCCCCNC(=O)OC(C)(C)C)o2)c1C	5%	-17%	-2	1%	-15%	-1
